# Screens deposited in PubChem BioAssay by SRMLSC.
# SK-BR-3 tox 24h: SK-BR-3 proliferation inhibitors | AID 847 | viability, % at 10 µM | SK-BR-3 viability, CellTiter-Glo ATP luminescence, 24 h; hits give low values | 41,000 tested, 0.47% active;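 active = viability at or below the median of all test compounds minus 3 SD, in both replicates if run twice, cut at about 45% in these data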;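 note: 100% = median untreated cell wells and 0% = median positive control drug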
# * hit, by the source's call. The list is partial. The share of hits here may be higher or lower than overall.
Structure | SK-BR-3 tox 24h
CC1N/C(=C\C(=O)c2ccccc2)N(O)C1(C)C (stereo not drawn) | 91
O=S(=O)(NCc1cccs1)c1cccc2cccnc12 | 94
COc1ccc(OCCSc2nnc(-c3ccccc3)n2N)cc1 | 97
CCN(CC)C(=O)c1c[nH]c2ccc(S(=O)(=O)Nc3cc(C)cc(C)c3)cc2c1=O | 87
COc1ccc(NC2C=CS(=O)(=O)C2)c(OC)c1 (stereo not drawn) | 77
CCOCC(=O)Nc1ccc(S(=O)(=O)Nc2ncccn2)cc1 | 100
CCCCCn1ccc(=N)cc1 | 95
N#Cc1nc(-c2cccc3ccccc23)oc1NCCN1CCOCC1 | 97
O=C(NCc1ccc(Cl)cc1)c1noc2c1CCCC2 | 85
COc1ccc2c(c1OC)C(=O)N1c3cccc(Cl)c3C(=O)OC21 (stereo not drawn) | 139
O=C(CC1CCCCC1)NCCCN1CCOCC1 | 95
CCOC(=O)N1CCN(C(=O)c2ccc(CNS(=O)(=O)c3ccc(OC)cc3)cc2)CC1 | 78
Cc1cccc(NC(=O)c2cc(NC(=O)C3CC=CCC3C(=O)O)ccc2N2CCOCC2)c1 (stereo not drawn) | 78
Cc1nc2ncnn2c(N2CCCC(C(=O)Nc3ccc4c(c3)CCC4)C2)c1C (stereo not drawn) | 60
CCCc1nnc(NC(=O)Cn2c(=O)oc3ccccc32)s1 | 94
COc1cc(C)c(C#N)c(OC)n1 | 88
COc1cc(C(=O)Nc2ccc3c(c2)OCO3)ccc1-n1cnnn1 | 101
Cc1cc(Br)ccc1OCc1nc(-c2cccnc2)no1 | 86
O=C(Oc1cccc2cccnc12)c1cccs1 | 87
COc1cccc(-c2nnn(CCC(=O)O)n2)c1 | 116

# Continued.
Structure | SK-BR-3 tox 24h
CCc1ccc(OCc2ccc(C(=O)NCc3ccccn3)o2)cc1 | 75
Nc1nc(-c2cccc(NS(=O)(=O)c3ccccc3)c2)cs1 | 84
CCN(CC)CCN1C(=O)C(=O)/C(=C(/O)c2ccc(C)cc2)C1c1cccnc1 (stereo not drawn) | 120
COc1cc(C(Nc2ccccn2)c2ccc3ccc(C)nc3c2O)cc(OC)c1O (stereo not drawn) | 140
COc1ccc(Cc2nnc(SCc3nc4ccccc4c(=O)[nH]3)o2)cc1 | 90
C=CCOC(=O)C(C#N)c1nc2ccccc2nc1N1CCN(Cc2ccc3c(c2)OCO3)CC1 (stereo not drawn) | 97
O=C(Nc1ccccc1C(=O)NCCN1CCOCC1)c1ccco1 | 76
Cc1ccc2cc3c(NC(=O)c4ccco4)nn(C)c3nc2c1 | 117
COc1cc(S(=O)(=O)Nc2ccccc2C)ccc1Cl | 97
CCOC(=O)c1cc(C)sc1NC(=O)C1CCC1 | 86
O=C(c1cccs1)N(Cc1ccccn1)Cc1ccco1 | 96
COc1cc(-c2noc(-c3cccc(Cl)c3)n2)cc(OC)c1OC | 106
CN1CCn2c1nc(N1CCCCC1)nc2=O | 100
COC(=O)c1ccccc1NC(=O)CN(Cc1ccccc1)S(C)(=O)=O | 97
Nc1nnc(-c2cccc(Cl)c2Cl)c(N)n1 | 109
O=C(c1ccc(F)cc1)N1CCN(c2ncccn2)CC1 | 113
CCOC(=O)c1cnc(SCc2ccc(C)cc2)nc1N | 87
O=C(COC(=O)c1cncc(Br)c1)NCc1ccco1 | 100
O=C(Nc1ccccc1)N1CCN2C(=O)c3ccccc3C12c1ccccc1 (stereo not drawn) | 82
CCC(C)C(NC(=O)OC(C)(C)C)C(=O)NC(CC(C)C)C(N)=O (stereo not drawn) | 113

# (cont.)
Structure | SK-BR-3 tox 24h
COc1ccc(NS(=O)(=O)c2ccc(Br)s2)cc1OC | 81
Cc1ccc(S(=O)(=O)Nc2ccccc2C(N)=O)cc1 | 87
COc1ccc(C2CC(C(F)(F)F)n3nc(C(=O)NCCCn4ccnc4)cc3N2)cc1OC (stereo not drawn) | 102
Nc1cc(=O)nc(SCC(=O)NC2CCCCC2)n1-c1ccccc1 | 83
COc1cc(NC(=O)c2ccco2)c(OC)cc1NC(=O)CSc1nnc(-c2cccs2)n1C | 42*
COCc1nc(-c2cc(Br)ccc2OC)no1 | 110
COc1ccccc1NC(=O)c1cc2ccccc2o/c1=N\O | 94
CC(=O)c1ccc(N2CCN(C(=O)c3ccc(NC(=O)C4CCCO4)cc3)CC2)cc1 (stereo not drawn) | 74
COc1cccc(NC(=O)N2CCC(C(N)=O)(N3CCCCC3)CC2)c1 | 40*
OCCNC1=NCCN1 | 73
CCCCCn1c(=O)[nH]c2cc(C(=O)NCCN3CCOCC3)ccc2c1=O | 108
CCOc1ccc(C2=Nn3c(nnc3-c3ccccc3OC)SC2)cc1 | 75
CC(C)OC(=O)CSc1nnc(-c2ccc(Cl)cc2)n1N | 100
COC(=O)CC1SC(=O)NC1=Nc1ccc(C)cc1 (stereo not drawn) | 73
CC(=O)Nc1cccc(OC(=O)c2ccoc2C)c1 | 91
CC1=Nc2ccccc2NC(=O)C1Sc1nnc(C)s1 (stereo not drawn) | 116
Cc1cc(C)c(OCC(=O)Nc2cccc(O)c2)cc1C | 95
CC[C@H](C)C(=O)O[C@H]1C[C@@H](C)C=C2C=C[C@H](C)[C@H](CC[C@@H]3C[C@@H](O)CC(=O)O3)[C@H]21 | 99
COc1cc(NC(=O)c2ccc3c(c2)OCO3)c2ncccc2c1 | 84
CC1=C(C#N)C(c2cccnc2)C2=C(CC(C)(C)CC2=O)N1 (stereo not drawn) | 102

# Going on with the list:
Structure | SK-BR-3 tox 24h
CCS(=O)(=O)Nc1ccc(-c2ccc(NS(=O)(=O)CC)c(OC)c2)cc1OC | 99
CCCCOP(=O)(c1ccc(N(C)C)cc1)C(O)c1ccncc1 (stereo not drawn) | 95
N#CC1=C(N)Oc2n[nH]c(-c3ccncc3)c2C1c1ccsc1 (stereo not drawn) | 89
COc1cc(C2C(C#N)=C(N)Oc3cc(C)n(CCc4ccccc4)c(=O)c32)cc2c1OCO2 (stereo not drawn) | 84
CCc1nnc(NC(=O)c2cccc(OC)c2)s1 | 75
CCOC(=O)CCNc1n[nH]c(=O)[nH]c1=O | 112
Cc1cc(C)nc(/N=c2/ssnc2Cl)c1 | 54
CCS(=O)(=O)C(=C(Nc1ccc(OC)cc1)Nc1ccc(OC)cc1)S(=O)(=O)CC | 100
COC(=O)c1cn(CCOc2ccccc2)c2ccccc12 | 92
Cc1cc(NC(=O)c2noc3c2CCCC3)no1 | 83
Cc1nc2cc(NC(=O)Nc3nccs3)ccc2n1C | 97
Cc1nn(-c2ccccc2)c(Cl)c1C(=O)Nc1nnc(C2CCCC2)s1 | 82
COc1cc(C(=O)N2CCN(c3ncnc4sc(C)c(C)c34)CC2)cc(OC)c1OC | 81
CC(NC(=O)c1ccccc1)C(=O)NC1=NCCS1 (stereo not drawn) | 90
Cc1cc(C)c2c(CC(=O)N(CCC#N)Cc3cccnc3)coc2c1 | 88
Nc1nc(CSc2ncn(-c3ccccc3)n2)cs1 | 87
CCOc1ccc2nc(NCCO)[nH]c2c1 | 114
CNC(=O)C1C2C=CC3(O2)C1C(=O)N(CCOC)C3C(=O)NCc1ccc(OC)cc1 (stereo not drawn) | 95
O=C(NCC1CCCO1)C1CCN(C(=O)c2ccc(Cl)cc2)CC1 (stereo not drawn) | 91
CCOC(=O)c1[nH]c2ccccc2c1NC(=O)C1CCCCC1 | 104

# Later entries:
Structure | SK-BR-3 tox 24h
CCC(=O)N1CCc2cc(Br)cc(S(=O)(=O)C3(C(=O)OC)CC3)c21 | 97
Cc1ccc(-n2cc3c(=O)n(C)c(=O)n(C)c3c2)cc1C | 89
COC(=O)c1ccccc1NC(=O)CSc1nnc(Cc2ccc(Cl)cc2)o1 | 85
CCn1cnc2sc(C(=O)N3CCN(Cc4ccc5c(c4)OCO5)CC3)c(C)c2c1=O | 107
COc1ccc(NC(=O)N2CCC(NC(=O)c3ccco3)CC2)cc1 | 86
O=C(Nc1ccccc1)C1=C(O)CC(c2ccoc2)CC1=Nc1ccccc1 (stereo not drawn) | 77
CC1CN(CC(O)COc2ccc(C(C)C)cc2)CC(C)O1 (stereo not drawn) | 52
Cc1nc(N2CCN(C(c3ccccc3)c3ccccc3)CC2)[nH]c(=O)c1C | 84
COC(=O)c1ccc(-n2nnnc2SCC(=O)N2CCCCC2)cc1 | 87
CCc1ccc(CCC(=O)Nc2ccc(C)c(C)c2)o1 | 82
CC(=O)N=c1c(C#N)cc2c(=O)n3cccc(C)c3nc2n1CC(C)C | 87
CCc1ccc(OCC(O)CN2CCN(c3ccccc3)CC2)cc1 (stereo not drawn) | 75
O=C(CSc1nnc(C2CCCCC2)n1Cc1ccccc1)NCc1ccco1 | 87
COc1cccc(OC)c1-c1nn2c(-c3ccco3)nnc2s1 | 97
COC(=O)CN1C(=O)C(C)(C)Oc2ccc(C(=O)NC3CC3)cc21 | 96
C/C=C(\C)c1nnc(NC(=O)OCC)s1 | 98
CC(C)(C)C(=O)Nc1ncc(C(F)(F)F)cc1Cl | 104
CSc1nc(SCC(=O)NCc2ccco2)c2c3c(sc2n1)COC(C)(C)C3 | 74
c1csc(-n2nc3ccccc3n2)c1 | 92
COc1ccc(Nc2cc(C)nc(-n3nc(C)cc3C)n2)cc1 | 52

# Other structures follow:
Structure | SK-BR-3 tox 24h
Cc1nnc(-n2cnc3ccccc32)c2ccccc12 | 78
COc1cccc(N(C(C)=O)c2nc(C)cc(C)c2C#N)c1 | 98
COC(=O)c1cc2ccc(OC)c(OC)c2c(=O)s1 | 55
C=C(C)CSC1=C(C#N)C(c2ccccc2Cl)CC(=O)N1 (stereo not drawn) | 75
Cc1cc(C)n(-c2ccc(C(=O)OCc3nnc(-c4ccccc4)o3)cc2)n1 | 86
CCCCC(=O)Nc1ccc(NC(=O)c2ccc3c(c2)OCO3)cc1OC | 90
COc1ccc(-c2ccc(-c3noc(-c4cccc(OC)c4)n3)c(OC)n2)cc1 | 47
CCOc1ccc(N2CC(=O)N/C2=N\c2nc(C)cc(C)n2)cc1 | 76
O=C(Nc1ccc2c(c1)OCO2)c1ccc(COc2ccc3c(c2)CCC3)o1 | 88
CC(C)Cn1c2c(c(O)c(C(=O)Nc3ncccc3O)c1=O)CCCC2 | 113
COc1ccc2nc(N3CCC(C)CC3)c(C#N)cc2c1 | 107
O=C(c1cc(-c2ccco2)on1)N1CCOCC1 | 98
CCn1c(SCC(N)=O)nc2ccccc2c1=O | 100
CCOc1cc(C(=O)NC(C)c2ccncc2)cc(OCC)c1OCC (stereo not drawn) | 84
COC(=O)c1sccc1NC(=O)c1ccc(OC)cc1 | 91
O=C(COc1ccccc1)N1CCN(C(=O)c2cccs2)CC1 | 86
COc1ccc(S(=O)(=O)NCCSCc2ccco2)cc1Cl | 89
COc1ccc(F)cc1S(=O)(=O)NC(Cc1ccccc1)C(N)=O (stereo not drawn) | 75
O=C(Nc1cccc(-c2nnc(-c3ccccc3)o2)c1)C1CCCCC1 | 84
CCOC(=O)c1c(C)n(C)c2cc(Br)c(C(=O)OC)cc12 | 99

# Going on with the list.
Structure | SK-BR-3 tox 24h
O=c1[nH]c(CN2CCc3ccccc3C2)nc2ccccc12 | 86
CC(Oc1ccc(Cl)cc1Cl)C(=O)NCCCN(C)C (stereo not drawn) | 104
COc1cc(C(=O)Nc2ccccc2N2CCN(S(C)(=O)=O)CC2)cc(OC)c1OC | 93
Cc1cccc(-c2c3c(=O)n(C)c(=O)n(C)c3cn2C(C)(C)C)c1 | 96
O=c1cc(O)nc2n1CCCS2 | 77
Cc1oc2c(c1C(=O)NC(Cc1c[nH]c3ccccc13)C(=O)O)CCCC2 (stereo not drawn) | 117
Cc1c(N=Cc2nc3ccccc3[nH]2)c(=O)n(-c2ccccc2)n1C | 91
COc1ccccc1-n1nc(C(=O)O)c2ccccc2c1=O | 86
COc1ccc(S(=O)(=O)Nc2ccccc2C(=O)NCc2ccco2)cc1Br | 91
COc1cc(C(=O)Nc2cccc(-c3nc4ccccc4o3)c2C)cc(OC)c1OC | 73
CCCCNC(=O)OCC(CC)NC(=O)OC(C)C (stereo not drawn) | 101
Cc1cc(Cl)ccc1OCC(=O)Nc1ccccc1N1CCOCC1 | 89
CC1(C)C(=O)OC(c2c(F)c(F)c(F)c(F)c2F)C2(CCCCC2)C1=O (stereo not drawn) | 75
CCSc1nnc(NC(=O)C(C)(C(F)(F)F)C(F)(F)F)s1 | 79
Cc1noc(C)c1S(=O)(=O)Nc1ccc(C(=O)NC2CCCCCC2)cc1 | 93
Cc1ccccc1C(=O)Nc1ccccc1 | 70
CCOc1ccccc1C(=O)Nn1c(C2CCC2)nc2ccccc2c1=O | 69
O=C(c1ccccc1)c1ccc2nc[nH]c2c1 | 96
COc1ccc(OC)c(N(CC(=O)Nc2ccc3c(c2)OCCO3)S(C)(=O)=O)c1 | 87
Cc1ccc2c(c1)C(C)(C)[C@]1(C)NC(=O)CCN21 | 113

# Filtered by structure: the compounds so far with a tert-butyl group.
Structure | SK-BR-3 tox 24h
CCC(C)C(NC(=O)OC(C)(C)C)C(=O)NC(CC(C)C)C(N)=O (stereo not drawn) | 113
CC(C)(C)C(=O)Nc1ncc(C(F)(F)F)cc1Cl | 104
Cc1cccc(-c2c3c(=O)n(C)c(=O)n(C)c3cn2C(C)(C)C)c1 | 96

# Fetched one by one from the list above (4):
Structure | SK-BR-3 tox 24h
Cc1cc(Cl)ccc1OCC(=O)Nc1ccccc1N1CCOCC1 | 89
Cc1oc2c(c1C(=O)NC(Cc1c[nH]c3ccccc13)C(=O)O)CCCC2 (stereo not drawn) | 117
Cc1noc(C)c1S(=O)(=O)Nc1ccc(C(=O)NC2CCCCCC2)cc1 | 93
COc1cc(C(=O)Nc2ccccc2N2CCN(S(C)(=O)=O)CC2)cc(OC)c1OC | 93

# The list continues:
Structure | SK-BR-3 tox 24h
CS(=O)(=O)Nc1ccc(S(=O)(=O)Nc2nccs2)cc1 | 110
CCOCCCNC(=O)CCS(=O)(=O)Cc1ccc(C)cc1 | 94
CCCC(=O)c1ccc(N2CCN(S(=O)(=O)c3ccc(C)cc3)CC2)c(F)c1 | 60
CC1(C)Cc2ccccc2C(N)=C1C#N | 81
COc1ccc(OCCCN2CCCC(C)C2)cc1 (stereo not drawn) | 93
CCOc1cc(C2C(C(=O)N3CCCCC3)=C(C)NC3=C2C(=O)CC(C)(C)C3)ccc1O (stereo not drawn) | 100
